Source: PubChem (The Scripps Research Institute Molecular Screening Center)
rat GALR2 ag: agonists of rat galanin receptor 2 (GALR2) | cell-based GALR2 agonist screen | activation, % at 10 µM | 16,000 tested, 0.5% active; in the data active = activation above about 15%
luminol inh ctr: counter-screen for Nox1 inhibitors: inhibitors of luminol chemiluminescence | HRP/luminol/H2O2 chemiluminescence counterscreen | inhibition, % at 6.7 µM | 16,000 tested, 0.4% active | AID 1823, 2009; note: reference of the scale not given here
NOTCH ag: agonists of NOTCH signaling | NOTCH signaling luciferase reporter cells, luminescence | 15,000 tested, 0.4% active | activation, % at 2.5 µM; in the data active = activation above about 2.2%
PME-1 Maybr inh: inhibitors of human PME-1 in Maybridge library; 16,000 tested, 0.5% active; inhibition, % at 9 µM; Protein phosphatase methylesterase 1 (Homo sapiens), Q9Y570; recombinant PME-1, FP-Rh probe fluorescence polarization; in the data active = inhibition above about 30%
Target sequence (Q9Y570 whole entry, looked up): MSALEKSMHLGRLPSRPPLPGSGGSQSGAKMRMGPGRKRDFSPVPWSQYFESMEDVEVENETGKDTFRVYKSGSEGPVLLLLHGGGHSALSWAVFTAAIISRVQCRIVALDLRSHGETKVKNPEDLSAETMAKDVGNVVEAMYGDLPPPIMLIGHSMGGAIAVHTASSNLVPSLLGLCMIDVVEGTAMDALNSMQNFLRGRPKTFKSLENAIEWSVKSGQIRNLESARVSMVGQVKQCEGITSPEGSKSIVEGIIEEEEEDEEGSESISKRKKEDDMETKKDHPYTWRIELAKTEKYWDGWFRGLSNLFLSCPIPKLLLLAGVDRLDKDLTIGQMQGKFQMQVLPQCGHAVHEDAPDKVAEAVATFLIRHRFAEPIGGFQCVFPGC
Nox1 inh: inhibitors of human NADPH oxidase 1 (Nox1) | HT29 cells, luminol chemiluminescence ROS | inhibition, % at 6.7 µM | 16,000 tested, 0.81% active
Target sequence (Q9Y5S8 whole entry, looked up): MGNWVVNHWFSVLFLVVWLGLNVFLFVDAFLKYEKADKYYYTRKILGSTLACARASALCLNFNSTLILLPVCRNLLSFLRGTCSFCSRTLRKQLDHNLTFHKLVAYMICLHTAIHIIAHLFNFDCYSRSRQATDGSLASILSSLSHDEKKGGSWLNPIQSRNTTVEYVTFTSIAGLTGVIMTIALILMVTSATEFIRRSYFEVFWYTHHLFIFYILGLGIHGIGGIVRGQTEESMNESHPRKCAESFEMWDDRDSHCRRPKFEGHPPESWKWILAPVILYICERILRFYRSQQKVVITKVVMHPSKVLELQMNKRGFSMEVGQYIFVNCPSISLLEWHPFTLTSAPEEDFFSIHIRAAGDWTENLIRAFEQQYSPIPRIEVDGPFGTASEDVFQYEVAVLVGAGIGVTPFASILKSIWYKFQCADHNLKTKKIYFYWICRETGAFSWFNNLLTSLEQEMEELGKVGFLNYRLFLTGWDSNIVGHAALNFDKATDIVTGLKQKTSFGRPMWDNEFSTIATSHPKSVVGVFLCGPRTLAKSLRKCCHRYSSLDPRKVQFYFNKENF
OPRK1 antag MB: antagonists of human kappa opioid receptor OPRK1, Maybridge library | Kappa-type opioid receptor (Homo sapiens), P41145 | inhibition, % at 9 µM | OPRK1 cells, antagonist mode, fluorescence readout | 16,000 tested, 0.4% active; in the data active = inhibition above about 50%
TLR4-MyD88 inh: inhibitors of human TLR4-MyD88 binding; Toll-like receptor 4 (Homo sapiens), O00206; Cell-based TLR4-MyD88 binding inhibition assay; inhibition, % at 10 µM; 16,000 tested, 0.06% active; in the data active = inhibition above about 45%
S1P1 ag: activates the human S1P1 receptor; activation, % at 4.5 µM; 16,000 tested, 1.5% active; Sphingosine 1-phosphate receptor 1 (Homo sapiens), P21453; AID 1044, 2008; S1P1 agonist cell-based reporter assay; in the data active = activation above about 80%
* = called active by the depositor; x = not tested or not shown; & = joins results of further samples. Cut-off read from the data, not from the text of the source, unless noted: active = inhibition above about 75%; inactive = the rest. Some of the compounds tested; the hit share may differ from the screen's.

Compound | rat GALR2 ag | luminol inh ctr | NOTCH ag | PME-1 Maybr inh | Nox1 inh | OPRK1 antag MB | TLR4-MyD88 inh | S1P1 ag
O=[N+]([O-])c1ccc(-c2nnc(SCc3c(Cl)cccc3Cl)o2)o1 | -8.7 | -7.3 | -1.6 | 10.4 | 0.0 | -12.4 | -28.9 | 8.7
Cc1cc(S(=O)(=O)NCCNc2ccc(C(F)(F)F)cc2[N+](=O)[O-])c(C)cc1Cl | -4.6 | -0.9 | -0.6 | 0.1 | -5.9 | 2.2 | -6.4 | -20.1
Cc1cccc(NCN2C(=O)CCC2=O)n1 | -5.4 | 0.1 | 0.1 | 0.1 | -72.2 | 8.8 | 6.0 | -14.4
CC1CCN(c2nc(-c3ccccc3)ns2)CC1 | -2.7 | -0.8 | -0.3 | 0.2 | -55.1 | 7.8 | 1.5 | -19.7
CSc1cccc(NC(=O)/C=C/c2ccc(C(C)C)cc2)c1 | -8.2 | -5.6 | 0.0 | -165.3 | -10.8 | 0.4 | -8.8 | 18.0
CCO/C=C1/SC(=S)N(c2cc(OC)cc(C(F)(F)F)c2)C1=O | -0.6 | 3.9 | -0.7 | -24.3 | 2.2 | 14.9 | -4.8 | -4.3
O=C(Nc1ccccc1)c1ccc(Oc2ccc(Cl)cc2)c([N+](=O)[O-])c1 | -3.7 | 0.6 | -0.3 | 2.1 | -5.0 | -14.8 | 7.5 | 12.5
COC(=O)c1cccc(NS(=O)(=O)c2ccc(Cl)cc2)c1 | -6.2 | -1.9 | -0.7 | -2.2 | 0.5 | -7.4 | -2.1 | 9.1
O=S(=O)(N=S1CCN(S(=O)(=O)c2ccc(Cl)cc2)CC1)c1ccc(Cl)cc1 | -5.2 | 1.1 | 0.0 | 4.5 | -83.5 | -40.8 | -1.0 | 3.9
CCOC(=O)C1CCN(C(=O)c2cc([N+](=O)[O-])ccc2Oc2ccc(OC)cc2)CC1 | -12.4 | -7.4 | -0.2 | 5.8 | -14.3 | -15.3 | -10.7 | 18.4
CCOC(=O)CC(Sc1ccccc1N)c1cc(OC)c(OC)c(OC)c1 (centres undefined) | -6.6 | -1.7 | 0.3 | 0.9 | -11.3 | -27.2 | -8.2 | 0.6
COc1ccc(Br)c(C(=O)/C(C#N)=C/c2ccc(N(C)C)cc2)c1 | -5.2 | 24.1 | -0.2 | 7.6 | -2.7 | -7.6 | -7.9 | 1.3
O=[N+]([O-])c1ccc(/C=N/Nc2ncnc3c2cnn3-c2ccccc2)cc1 | -3.0 | 0.9 | -0.1 | -14.8 | -7.8 | 7.5 | -3.4 | -19.0
COc1ccc(NS(=O)(=O)c2ccc(C)c(Cl)c2)cn1 | -8.2 | -6.6 | x | 4.6 | 10.0 | 21.3 | -8.8 | -22.5
CSc1nn(-c2ccccc2)c(N)c1S(=O)(=O)c1ccc(Cl)cc1 | -6.6 | -0.5 | -0.8 | 11.3 | 2.2 | -8.6 | 6.4 | -14.4
CC1CN(C(=O)CC#N)CC(C)O1 (centres undefined) | -6.3 | 0.5 | x | 0.4 | -26.6 | -3.8 | -6.7 | -7.1
COC(=O)C(C)(N)Cc1ccc(O)cc1 (centres undefined) | 2.2 | 6.0 | -0.3 | -4.1 | -33.7 | 26.9 | -6.4 | -7.2
c1cc2c(cc1-c1csc(-c3ccc4c(c3)OCCO4)n1)OCCCO2 | -3.7 | 2.7 | -5.3 | -11.9 | -40.8 | -4.3 | -8.5 | 35.0
O=C(Nc1ccc(OC(F)(F)F)cc1Br)c1cnccn1 | -7.8 | -3.8 | 0.7 | -0.9 | -17.1 | 10.1 | -4.7 | 51.1
CC1(C)C=Cc2c(c3occc3c3oc(-c4ccccc4)cc(=O)c23)O1 | -9.7 | 3.5 | -0.3 | 6.0 | -28.8 | 4.2 | -4.7 | -8.1
O=C(N=S1CCN(S(=O)(=O)c2ccc(Cl)cc2)CC1)Nc1ccc(Cl)cc1 | -5.5 | 1.9 | 0.2 | 5.4 | -36.5 | -25.9 | 1.2 | -1.8
C/C=C(\C)C(=O)Nc1ccccc1CC1c2ccccc2CCN1C (centres undefined) | 5.0 | -6.2 | -0.3 | 3.3 | 22.2 | 2.5 | 0.5 | 11.5
O=C(O)CCCC(=O)Nc1cccc(F)c1C(=O)O | -9.3 | 3.0 | -0.6 | -0.3 | -34.2 | -2.8 | -8.0 | -7.0
O=S(=O)(Cc1cccc(C(F)(F)F)c1)NCc1cccs1 | -5.9 | -8.7 | 0.3 | 8.3 | -15.8 | -12.2 | -4.4 | 16.2
Cc1ccnc(NC(=O)C(=O)NC(=O)c2c(F)cccc2Cl)c1 | -4.0 | 0.5 | 0.2 | 0.9 | -49.6 | 15.2 | 9.9 | -8.4

Complete entries, quoted from the list. Values in the order: rat GALR2 ag	luminol inh ctr	NOTCH ag	PME-1 Maybr inh	Nox1 inh	OPRK1 antag MB	TLR4-MyD88 inh	S1P1 ag
Shown for `CC1(C)C=Cc2c(c3occc3c3oc(-c4ccccc4)cc(=O)c23)O1` : -9.7	3.5	-0.3	6.0	-28.8	4.2	-4.7	-8.1
Shown for `O=C(Nc1ccccc1)c1ccc(Oc2ccc(Cl)cc2)c([N+](=O)[O-])c1` : -3.7	0.6	-0.3	2.1	-5.0	-14.8	7.5	12.5

More records
Compound | rat GALR2 ag | luminol inh ctr | NOTCH ag | PME-1 Maybr inh | Nox1 inh | OPRK1 antag MB | TLR4-MyD88 inh | S1P1 ag
COc1cc(C(=O)NCC(c2ccccc2)c2c[nH]c3ccccc23)cc(OC)c1OC (centres undefined) | -7.5 | -0.8 | 0.0 | -0.3 | -4.8 | -17.5 | -1.7 | -8.1
Fc1cccc(Cl)c1CN1CCN(CCCNc2nc(-c3ccccc3)ns2)CC1 | -6.6 | -9.2 | -0.5 | 9.4 | 2.2 | 1.7 | -23.9 | 14.8
Cn1nc(OC(C)(C)C(=O)O)cc1C(F)(F)F | -4.2 | 2.8 | -0.5 | -3.0 | -23.1 | 18.6 | -2.1 | -4.4
Cc1nc2ccccn2c1C(=O)N/N=C/c1cn(-c2ccccc2)nc1-c1cccs1 | -4.6 | 3.2 | -0.2 | 1.1 | 17.0 | -0.6 | 3.1 | -4.6
CCOC(=O)c1cncc(Br)c1 | -7.3 | 3.8 | -0.2 | -4.4 | -52.0 | 1.5 | 0.6 | 13.7
Cn1c(CNC(=O)OC(C)(C)C)nnc1SCC(=O)c1ccc(Cl)cc1 | -6.2 | -9.3 | -0.1 | -0.6 | -13.2 | -16.2 | -5.2 | 0.9
COc1ccc(CSCC(=O)Nc2ccc(F)c(Cl)c2)c(Cl)c1OC | -4.4 | 3.0 | -1.2 | -3.2 | -50.0 | -15.2 | 0.8 | -3.6
S=C(NCc1ccncc1)NCc1ccco1 | -8.1 | 4.7 | -0.4 | -1.9 | -6.1 | 20.3 | 7.9 | 0.0
COc1ccc(S(=O)(=O)N2CCCC2c2cccs2)cc1 (centres undefined) | -1.5 | -0.4 | 0.3 | -0.4 | -1.1 | 2.6 | 1.0 | 15.7
C/C(=N\O)C(=O)Nc1ccccc1 | -5.3 | -4.5 | -0.3 | 4.4 | -21.3 | 1.3 | -5.4 | -8.8
CC(C)(C)OC(=O)N1CCC(CNS(=O)(=O)c2cccs2)CC1 | -9.5 | -1.5 | -0.7 | 0.9 | -47.1 | 2.4 | 5.6 | -10.3
Cc1nc(N2CCCCC2)c(C#N)c(C)c1[N+](=O)[O-] | -5.4 | -0.5 | x | 1.2 | -39.0 | -22.4 | 0.8 | 28.1
CC(=O)OC[C@@H](OC(C)=O)[C@@H](OC(C)=O)[C@H](C#N)OC(C)=O | -3.2 | 0.9 | -0.1 | 1.4 | -16.7 | -11.5 | 10.2 | -23.4
Cc1nc(N)nc(N/N=C/c2ccccn2)n1 | -5.0 | -5.5 | -0.3 | 6.1 | -6.8 | -25.2 | -4.0 | -5.8
O=C(NNC(=O)c1csc(Cc2ccsc2)n1)Nc1ccc(Cl)cc1 | -5.4 | 35.0 | -1.0 | 1.2 | -38.0 | 10.2 | -7.3 | 2.1
CN1N=C(c2ccc3ccccc3c2)CC1c1ccc(C(F)(F)F)cc1 (centres undefined) | -6.8 | 3.9 | -0.1 | -8.9 | -35.9 | 13.9 | -3.4 | 39.7
Cc1cc(C)[nH]c(=S)n1 | -9.9 | 2.1 | -1.0 | -5.7 | -42.1 | 16.1 | 9.5 | 0.3
COc1cccc(-c2nc(N)nc(SC)c2C#N)c1 | -8.1 | 2.6 | 0.6 | 1.3 | -1.6 | -6.2 | -1.8 | -13.1
COc1cccc2c1c(NC(=O)c1nccnc1C(=O)O)nn2C | -1.0 | -27.3 | -0.4 | 7.5 | 29.2 | -1.7 | -5.8 | -3.5
Cc1cc(C(=O)NNC(=O)c2ccco2)nn1C(C)(C)C | -3.6 | -1.1 | -0.8 | 2.6 | -47.2 | -17.2 | 4.3 | 0.0
O=S(=O)(CCN1CCOCC1)c1ccc(OC(F)(F)F)cc1 | -4.4 | -3.6 | -0.1 | 4.2 | -9.5 | -7.7 | 9.3 | 2.1
O=C(Cn1nnc(N2CCCC2)n1)NNC(=S)Nc1ccc(Cl)cc1 | -3.9 | 32.6 | 0.9 | 6.0 | 22.4 | 8.6 | -7.7 | 4.8
COCCCNC(=S)NNC(=O)c1c(OC)cc(C(F)(F)F)cc1C(F)(F)F | -5.0 | 14.8 | -0.2 | 3.4 | -9.5 | -5.5 | -3.3 | 23.6
Cc1nn(C)c(NNC(=O)C(C)(C)C)c1[N+](=O)[O-] | -5.3 | 2.0 | -0.5 | -2.1 | -78.4 | 6.4 | 23.1 | 2.5
O=c1cc(Nc2ccc(OC(F)(F)F)cc2)c2ccccc2o1 | -12.7 | -8.8 | -0.8 | 54.5* | 3.2 | 33.3 | 2.6 | 9.4

SMILES,rat GALR2 ag,luminol inh ctr,NOTCH ag,PME-1 Maybr inh,Nox1 inh,OPRK1 antag MB,TLR4-MyD88 inh,S1P1 ag
CC(C)N(C(=O)c1ccc(-c2ccccc2F)cc1)C(C)C,-5.5,-5.1,-0.6,2.8,4.0,9.4,-6.5,5.3
COc1ccc(NCCC#N)cc1,-4.3,0.3,-0.6,-2.0,22.1,14.3,8.2,-9.2
CC(C)C[C@H](NC(=O)[C@H]1CCCN1C(=O)OCc1ccccc1)C(=O)O,-4.4,-6.0,-0.1,8.6,-10.8,0.8,4.2,11.1
N#Cc1c(F)cccc1I,-3.5,-6.9,-0.4,6.9,2.7,-1.9,1.1,14.0
CCOC(=O)c1cc2c(Cl)cc(Cl)cc2n1C(=O)OC(C)(C)C,-5.4,-5.2,x,-5.2,12.7,-3.6,3.2,30.1
Cc1[nH]ccc(=O)c1OCc1ccccc1,-7.4,1.4,2.1,-1.7,-16.2,1.6,1.2,-16.3
Cc1cc(C(=O)O)c(C)n1-c1cc(C(F)(F)F)cc(C(F)(F)F)c1,-8.0,26.5,x,2.5,-20.5,0.8,1.4,-1.0
CCOC(=O)N1CCN(CC(O)COc2ccc(OC(F)(F)F)cc2)CC1 (centres undefined),-1.3,2.1,-0.6,0.8,-47.2,3.6,11.8,73.4
Cc1nc(-c2ccc(NC(=O)c3ccc(Cl)cc3)cc2)cs1,-2.2,0.3,-4.8,-1.7,-24.5,5.5,-9.7,-4.5
O=c1c(NCc2ccccc2)c(NCc2ccccc2)c1=O,-1.9,-7.6,-0.7,6.1,19.3,2.1,-1.5,6.6

SMILES,rat GALR2 ag,luminol inh ctr,NOTCH ag,PME-1 Maybr inh,Nox1 inh,OPRK1 antag MB,TLR4-MyD88 inh,S1P1 ag
Cc1onc(-c2c(F)cccc2Cl)c1C1=NCCO1,-8.2,1.6,0.1,-1.0,-54.2,-6.6,-1.3,1.7
NC(=S)N/N=C1\CCc2ccccc21,-4.5,3.4,0.3,6.0,-43.6,18.1,10.5,0.3
CC1(C)OC(=O)C(=C2SCCCS2)C(=O)O1,-5.5,-1.0,-0.7,-0.5,-40.0,0.8,-1.1,8.8
CC(C)(C)c1cc2ncnc(N3CCN(c4ncnc5cc(C(C)(C)C)sc45)CC3)c2s1,-8.6,-1.1,-0.9,14.1,-12.6,-4.9,8.4,0.1
CSc1ccc([N+](=O)[O-])cc1C(=O)/C=C/N(C)C,-7.6,1.9,0.5,1.4,-91.5,-2.6,9.6,-7.5
Cc1oc(C(C)(C)C)cc1-c1cc(N)n(-c2ccc(S(N)(=O)=O)cc2)n1,-3.8,2.4,0.0,-3.4,-9.2,-8.1,-0.5,-15.5
C=C(C(=O)O)C(O)CCCCOc1ccc(Cl)cc1 (centres undefined),-4.8&-5.1,-7.6&3.3,-0.4&0.0,-3.8&-3.3,15.9&-69.4,-45.0&-0.4,5.0&3.0,0.5&11.8
CCOC(=O)c1ccc(C(=S)N2CCCC2)cc1,-3.8,-1.5,0.4,5.5,-3.7,12.0,-0.6,3.1
CC(=O)c1ccccc1OC(=O)c1cc(C(F)(F)F)cc(C(F)(F)F)c1,-3.9,4.9,0.5,-5.3,-22.0,-3.2,-2.1,-15.9
Cn1cccc1CNC(=O)CN1C(=O)c2ccccc2C1=O,-4.3,-1.0,-1.1,-0.6,-56.2,-0.3,-0.9,-4.7
